# High-throughput results (PubChem)
# TbREL1 inh: TbREL1 inhibition, primary screen. inhibition, % at 9.66 µM. 89,000 tested, 0.49% active. TbREL1 RNA ligation, FRET fluorescence. P86926;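 active means inhibition above the mean inhibition across all screened compounds plus 3 SD, cut at about 11% in these data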;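 further: 0% = plate median of test wells and 100% = NSC42067 control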
# Target sequence (P86926 whole entry, looked up): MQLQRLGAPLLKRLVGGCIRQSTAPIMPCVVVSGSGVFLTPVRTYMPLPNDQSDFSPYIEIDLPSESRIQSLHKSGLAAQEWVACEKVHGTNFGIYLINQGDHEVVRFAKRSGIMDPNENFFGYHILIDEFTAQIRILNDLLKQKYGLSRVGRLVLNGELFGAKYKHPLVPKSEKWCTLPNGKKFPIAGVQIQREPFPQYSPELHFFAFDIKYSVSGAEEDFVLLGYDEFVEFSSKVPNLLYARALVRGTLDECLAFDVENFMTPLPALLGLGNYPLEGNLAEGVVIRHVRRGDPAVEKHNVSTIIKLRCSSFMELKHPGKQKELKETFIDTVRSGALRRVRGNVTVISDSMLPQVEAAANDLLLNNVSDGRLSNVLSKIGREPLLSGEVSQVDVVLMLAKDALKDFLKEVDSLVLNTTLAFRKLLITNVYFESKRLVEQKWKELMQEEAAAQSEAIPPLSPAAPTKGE
# The depositor's hits bear a star.
TbREL1 inh,SMILES
-3,CC(c1ccco1)N(C(=O)CSc1ccc(Br)cc1)c1ccccn1 (stereo not drawn)
-7,Cc1ccc(-c2cc(C(=O)N/N=C/c3ccccc3O)n[nH]2)o1
2,CC(Oc1ccc(Cl)cc1Cl)C(=O)Nc1ccc(O)cc1 (stereo not drawn)
0,Cc1ccc(NC(=O)CN(c2ccccc2)S(=O)(=O)N(C)C)cc1
-3,C=CCOC(=O)C1=C[C@H](C2CC2)[C@@H](CCCO)[C@H](OCC)O1
-1,C=C[C@H]1C(C(=O)OCC)=CC[C@@H](c2ccccc2)N1S(=O)(=O)c1ccc(C)cc1
0,COCc1cc(C)nc(SCC(=O)Nc2ccc3c(c2)OCCO3)c1C#N
0,O=C(O)c1ccc(NS(=O)(=O)c2cc(Cl)ccc2Cl)cc1O
5,CN(CC(=O)NC(=O)NCc1ccccc1)Cc1ccc(Cl)cc1
2,COC(=O)c1c(O)cc(C(C)(C)C)n(-c2ccccc2)c1=O
0,COc1cccc(CNS(=O)(=O)c2ccc3c(c2)CC(C)N3C(=O)C2CC2)c1 (stereo not drawn)
1,CC(=O)N1CCN(C(=O)COC(=O)COc2c(C)cc(C)cc2C)CC1
1,COc1ccc(CC(=O)Nc2c3c(nn2C(C)(C)C)CS(=O)(=O)C3)cc1OC
1,CCCC(=O)Nc1nnc(SCC(=O)NCc2ccc3c(c2)OCO3)s1
0,Cc1ccc(C(=O)NCC(=O)NCc2ccccc2F)s1
-1,CCCCOCCCNC(=O)N[C@H](C(=O)OC)C(C)CC (stereo partly drawn)
6,O=c1[nH]c2ccccc2nc1C(F)(F)C(F)F
0,CCOC(=O)C(Nc1ccc2ccccc2c1)C(=O)OCC
-5,C[C@H]1[C@@H](NC(=O)C(c2ccccc2)c2ccccc2)CC[C@@]23CCCN2C(=O)CCC[C@@H]13
5,COc1ccc(OC)c(S(=O)(=O)Nc2ccc(C(=O)Nc3cc(C)on3)cc2)c1
1,CCN(CC(=O)Nc1c(F)cccc1F)C(=O)C1CCCN(C(=O)c2ccc(Cl)cc2)C1 (stereo not drawn)
9,O=C(CSc1nnc(-c2cccnc2)n1-c1ccccc1)Nc1ccc(OCc2ccccc2)cc1
3,Cc1cc(NCCO)c2cc(O)ccc2n1
-3,c1csc(-c2nc(CN3CCSCC3)cs2)c1
3,COc1cccc(C(=O)N2CCN(Cc3ccco3)CC2)c1OC
3,COc1ccc(S(=O)(=O)Nc2c(F)cccc2F)cc1
-1,C[C@@H]1ON(C)[C@H]2C[C@H]3c4cc(N5CCOCC5)ccc4CCN3C(=O)[C@@H]12
2,CC(O)(c1ccc(F)c(F)c1)c1nc(-c2ccc(S(C)(=O)=O)cc2)cs1 (stereo not drawn)
-1,Cc1ccccc1/C=C/c1nc2ccccc2c(=O)[nH]1
1,Cn1c2ccccc2c(=O)c2ccc(C#Cc3ccccn3)cc21
3,C=CCOC(=O)N1CCN(C(=O)c2ccc3c(c2)nc(C)n3C2CCCC2)CC1
1,CN(C)CCN1CC(O)=C(c2nc3ccccc3s2)C1=N
6,O=S(=O)(NCC(c1cccnc1)N1CCN(Cc2ccccc2)CC1)c1ccc(Cl)cc1 (stereo not drawn)
-2,Cc1cc(C)cc(NS(=O)(=O)c2ccc(NC(=S)NC(=O)c3ccc(Br)o3)cc2)c1
1,O=C(c1ccccc1)N(Cc1ccco1)C1CCS(=O)(=O)C1 (stereo not drawn)
2,COc1cc(C(=O)Nc2cccc(-c3nc4cc(C)ccc4o3)c2)cc(OC)c1OC
-2,Cc1ccc(S(=O)(=O)N(C)C)cc1NC(=O)COC(=O)c1sc2cc(Cl)ccc2c1Cl
-2,CCOc1ccccc1NC(=O)CS(=O)(=O)c1cn(CC(=O)N2CCOCC2)c2ccccc12
8,CN(Cc1nc2c(s1)CCCC2)C(=O)CCc1nnc(-c2ccc3c(c2)OCO3)o1
-1,CCCCOc1ccc(NC(=O)c2cc(F)c(F)cc2Cl)cc1
7,O=C(NCc1ccc(OC(F)(F)F)cc1)c1cccc2c1C(=O)c1ccc(N3CCCC3)cc1S2(=O)=O
-3,COc1ccc(N(C(=O)Cn2nnc(-c3ccccc3F)n2)C(C(=O)NCC2CCCO2)c2ccc(Cl)cc2)cc1 (stereo not drawn)
-13,CCCOc1ccc(C(=O)NNC(=S)NC(=O)c2ccccc2)cc1
7,CCCCC(=O)NCCc1ccc(S(N)(=O)=O)cc1
-1,Cc1nn(CC(=O)NCCc2ccccc2)c(=O)c2ccccc12
-2,COc1cccc(NC(=O)CN(C)C(=O)c2cccc(S(=O)(=O)N3CC4(C)CC3CC(C)(C)C4)c2)c1 (stereo not drawn)
-1,COc1cc(/C=C/C(=O)/C=C(O)/C=C/c2ccc(O)c(OC)c2)ccc1O
2,Cc1ccc(CNS(=O)(=O)c2ccc3c(c2)NC(=O)C(C)S3)cc1 (stereo not drawn)
0,Cc1cc([N+](=O)[O-])nn1Cc1noc(C(=O)NCc2ccc3c(c2)OCO3)n1
-1,CCC(C(=O)Nc1ccccn1)c1ccccc1 (stereo not drawn)
-3,Cc1ccc(S(=O)(=O)Cc2ccc(C(=O)N3CCc4ccccc4C3)o2)cc1
-1,COc1ccc(-c2nnc3sc(CCN4C(=O)c5ccccc5C4=O)nn23)cc1
-5,CC1(C)CC(NC(=O)COc2ccc([N+](=O)[O-])cc2)CC(C)(C)N1
3,Cc1cc(NS(=O)(=O)c2ccc(NS(=O)(=O)c3ccc(Br)cc3)cc2)no1
3,CCCCCN=C(C)c1c(O)c2ccccc2oc1=O
5,CN(C)c1nc(-c2ccccc2)cc(C(F)(F)F)c1C#N
-1,COc1cc(OC)cc(-c2c(-c3cccs3)c3cc(-c4ccc5cc[nH]c5c4)ccc3n2C)c1
1,CCOC(=O)c1ncn2c1C(=O)OC2(C)C
6,CCc1cc2cccc(C)c2nc1SCC(=O)NC1CCCC1
2,CC(C)(C)c1nc(N)nc(=O)[nH]1

# (listing goes on)
TbREL1 inh,SMILES
0,COc1ccc(C2=Nc3ccccc3NC(=O)C2N(Cc2ccccc2)C(=O)C2=NNC(=O)CC2)cc1 (stereo not drawn)
-2,Cc1ccc(CN2CCN(Cc3cc(=O)c4ccccc4[nH]3)CC2CCO)o1 (stereo not drawn)
0,CC1(C)CC(C(CC(=O)N2CCCC2)Cc2ccccc2)CCO1 (stereo not drawn)
-5,CC(=O)Nc1ccc(NC(=O)C(C)OC(=O)c2ccc(S(=O)(=O)N3CCCCC3)cc2)cc1 (stereo not drawn)
1,Cc1ccc(OC(=S)Nc2ccc(F)cc2)cc1
-6,COc1cc(OC)c2c(c1C(CCN1CCOCC1)c1ccc(N(C)C)cc1)OC(=O)CC2c1ccc(N(C)C)cc1 (stereo not drawn)
-5,CC(C)c1ccc(/C=C2\NC(=S)N(Cc3cccnc3)C2=O)cc1
6,COc1ccc(NC(=O)CSc2nc3ncccc3[nH]2)cc1OC
0,CN(C)CCN1CCN(C2CN(Cc3ccccc3)S(=O)(=O)C2)CC1 (stereo not drawn)
-1,C=CCOC(=O)C1=C[C@@H](c2cn(C(C)=O)c3ccccc23)C[C@@H](OCc2ccc(CO)cc2)O1
-3,CCOc1ccc(/C(O)=C2/C(=O)C(=O)N(CCN(C)C)C2c2ccccc2)cc1Cl (stereo not drawn)
-1,O=C(c1ccc(S(=O)(=O)Cc2ccccc2Cl)c([N+](=O)[O-])c1)N1CCN(c2ccccn2)CC1

# 17 entries from above, as tab-separated lines:
canonical_smiles	TbREL1 inh
CCCCCN=C(C)c1c(O)c2ccccc2oc1=O	3
CN(C)c1nc(-c2ccccc2)cc(C(F)(F)F)c1C#N	5
COc1cc(OC)cc(-c2c(-c3cccs3)c3cc(-c4ccc5cc[nH]c5c4)ccc3n2C)c1	-1
CCOC(=O)c1ncn2c1C(=O)OC2(C)C	1
CCc1cc2cccc(C)c2nc1SCC(=O)NC1CCCC1	6
CC(C)(C)c1nc(N)nc(=O)[nH]1	2
COc1ccc(C2=Nc3ccccc3NC(=O)C2N(Cc2ccccc2)C(=O)C2=NNC(=O)CC2)cc1 (stereo not drawn)	0
Cc1ccc(CN2CCN(Cc3cc(=O)c4ccccc4[nH]3)CC2CCO)o1 (stereo not drawn)	-2
CC1(C)CC(C(CC(=O)N2CCCC2)Cc2ccccc2)CCO1 (stereo not drawn)	0
CC(=O)Nc1ccc(NC(=O)C(C)OC(=O)c2ccc(S(=O)(=O)N3CCCCC3)cc2)cc1 (stereo not drawn)	-5
Cc1ccc(OC(=S)Nc2ccc(F)cc2)cc1	1
COc1cc(OC)c2c(c1C(CCN1CCOCC1)c1ccc(N(C)C)cc1)OC(=O)CC2c1ccc(N(C)C)cc1 (stereo not drawn)	-6
CC(C)c1ccc(/C=C2\NC(=S)N(Cc3cccnc3)C2=O)cc1	-5
COc1ccc(NC(=O)CSc2nc3ncccc3[nH]2)cc1OC	6
CN(C)CCN1CCN(C2CN(Cc3ccccc3)S(=O)(=O)C2)CC1 (stereo not drawn)	0
C=CCOC(=O)C1=C[C@@H](c2cn(C(C)=O)c3ccccc23)C[C@@H](OCc2ccc(CO)cc2)O1	-1
CCOc1ccc(/C(O)=C2/C(=O)C(=O)N(CCN(C)C)C2c2ccccc2)cc1Cl (stereo not drawn)	-3

# The list continues.
TbREL1 inh,SMILES
-4,c1ccc(Cc2nn3c(C4COc5ccccc5O4)nnc3s2)cc1 (stereo not drawn)
2,C[C@@H]1CC=C[C@H]2[C@H]1C(=O)N(Cc1ccccc1)[C@H]2c1ccc(-c2ccc(F)cc2)cc1F
-4,COc1cccc(N2CCN(CC(=O)NCc3cccc(OC)c3OC)CC2)c1
0,Cc1c(NC(=O)c2ccccc2NS(=O)(=O)c2ccc(F)cc2)c(=O)n(-c2ccccc2)n1C
-1,COC(=O)c1c(NC(=O)c2ccc(Br)o2)sc(C)c1C
1,CCCCOc1ccc(/C=N/NC(=O)c2csc(C)c2C)cc1
-1,COc1ccc(NC(=O)COc2ccc(C)c(C)c2)cc1S(=O)(=O)N1CCCCC1
2,CCCCN1C(Nc2ccccc2)=NC[C@@H]1C
-4,CCOC(=O)c1sc(NC(=O)CSc2nc3c(cc2C#N)CCCCC3)c(C#N)c1C
4,COc1ccccc1[C@@H]1C(c2cccc(C)c2)=NN(c2ccc(Br)cc2)[C@H]1C(=O)N1CCOC1=O
3,Clc1cccc(Cc2c(-c3ccco3)nc3ccc(Cl)cn23)c1
-2,Cc1cccc2cc(C(c3nnnn3Cc3ccc4c(c3)OCO4)N3CCCC3)c(=O)[nH]c12 (stereo not drawn)
4,COc1ccccc1C1C(C(N)=O)=C(C)Nc2ncnn21 (stereo not drawn)
-5,CCOc1ccc(NC(=S)NCCCN2CCN(C3CCCCC3)CC2)cc1
9,O=[N+]([O-])c1cccc(-c2cc3cccc[n+]3cc2-c2cccc([N+](=O)[O-])c2)c1
-1,COc1ccc(CC(=O)Nc2nc(C(C)(C)C)cs2)cc1
-5,Cc1c(C(=O)/C=C/N(C)C)nnn1-c1ccc(F)c(Cl)c1
2,CN1CCN(NC(=O)CN2C(=O)S/C(=C\c3c(Cl)cccc3Cl)C2=O)CC1
0,CC(C)C[C@H](NC(=O)CCn1nnc2ccccc2c1=O)C(=O)O
7,NS(=O)(=O)c1cccnc1Nc1cccc(Cl)c1
-1,CCO[C@H]1OC(C(=O)NC2CC2)=C[C@@H](c2ccccc2)[C@@H]1CCCO
4,CCN(C(=O)CN1CCN(c2ccccc2O)CC1)c1c(N)n(Cc2ccccc2)c(=O)[nH]c1=O
-2,O=C(NC(NC(=S)Nc1ccc(Cl)cc1)C(Cl)(Cl)Cl)c1ccco1 (stereo not drawn)
1,O=C(CN1C(=O)C(=O)N(C2CCCC2)C1=O)Nc1ccccc1OC(F)F
-6,CN(C)c1ccc(C(=O)N2CCCC(N3CCN(Cc4ccc5c(c4)OCO5)CC3)C2)cc1 (stereo not drawn)
-7,CC(Nc1ccc(F)cc1)=[N+](C)CCNS(=O)(=O)c1ccc(Cl)cc1
0,CC(C)c1nnc(NC(=O)CSc2ccccc2)s1
3,Cc1ccc(Sc2ncccc2C(=O)O)cc1
2,COc1cccc(NC(=O)C2CCCN2C(=O)NCc2ccccc2OC)c1 (stereo not drawn)
-2,Cc1ccc(NC(=O)CSc2nc(=O)n(CCN(C)C)c3c2CCCC3)c(C)c1
-2,O=C(O)Cn1cc(C(=O)c2ccco2)c2ccccc21
0,Cc1c(NC2=CC(=O)CC(C)(C)C2)c(=O)n(-c2ccccc2)n1C
0,c1ccc(-c2cc(-c3nnc4n3N=C(c3ccc5ccccc5c3)CS4)[nH]n2)cc1
-1,O=C(CN(C(=O)CCC(=O)Nc1nccs1)c1cccc(C(F)(F)F)c1)NCC1CCCO1 (stereo not drawn)
-2,CCn1c(CNc2ccccc2Cl)nnc1SCCN1CCCCC1
6,NS(=O)(=O)c1ccc(CCNC(=O)c2coc3ccccc3c2=O)cc1
3,O=C(NCc1ccccc1)C(=O)NCC1COc2ccccc2O1 (stereo not drawn)
-3,COc1ccc(-n2c(C)nc3c(cnn3-c3ccc(Cl)cc3)c2=O)cc1
-4,CCCn1c(N)c(N(CCOC)C(=O)c2ccc(N(C)S(=O)(=O)c3ccc(C)cc3)cc2)c(=O)[nH]c1=O
-4,O=C(CSc1ccc2nnc(-c3cccnc3)n2n1)Nc1ccccc1
-1,N/C(Cc1ccc([N+](=O)[O-])cc1)=N\OC(=O)CC1CCCCC1
2,COc1ccc2c(c1)CC/C(=C\c1ccc(C)o1)C2=O
1,Cc1c(NC(=O)C2Cc3ccccc3CN2C(=O)c2ccco2)c(=O)n(-c2ccccc2)n1C (stereo not drawn)
6,Cn1c(O)c(C2=c3ccccc3=NC2=O)sc1=Nc1ccc(Cl)cc1
-3,Cc1ccc(O)c(CNc2ccccn2)c1
-1,COC(=O)c1cc(S(=O)(=O)Nc2nn(C)c3ccccc23)oc1C
-2,CC(C)Oc1cccc(NC(=O)C2(C)CCCN2C(=O)C(C)C)c1 (stereo not drawn)
6,COc1cc(-c2nc(-c3ccncc3)no2)cc(OC)c1OC
2,Nc1nccnc1C(=O)OCC(=O)N1CCN(S(=O)(=O)c2ccc(Cl)cc2)CC1
6,Cc1nc2ccc(NC(=S)N3CCCC3)cc2nc1C
3,COc1ccc(-n2c(C)cc(-c3csc(NC(=O)c4ccc(S(=O)(=O)N(C)C)cc4)n3)c2C)cc1
1,NNC(=O)c1cccc(O)c1
1,CCOC(=O)CCCCC(=O)NC(CO)C(=O)NC (stereo not drawn)
2,CC1CCc2c(sc3nc(CN4CCN(S(=O)(=O)c5ccccc5[N+](=O)[O-])CC4)[nH]c(=O)c23)C1 (stereo not drawn)

# Some of the compounds tested; the hit share may differ from the screen's.
